Source: PubChem BioAssay (several laboratories)
NR5A2 inv ag – NR5A2 inverse agonism in reporter assay; O00482; AID 602396; inhibition, % at 3.6 µM; HEK293T StAR-luciferase reporter, LRH-1 transfected, 24 h; 360,000 tested, 0.13% active;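 active means inhibition above the mean inhibition of all tested compounds plus 3 SD, cut at about 73% in these data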;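 further: 0% = DMSO wells and 100% = reporter-only cells lacking LRH-1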
SRC3 inh – inhibits human SRC3 coactivator; Q9Y6Q9; HEK293 GAL4-SRC3 luciferase reporter, luminescence; inhibition, % at 3.6 µM; 360,000 tested, 0.17% active;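 active means inhibition above a per-campaign cutoff, the mean of all compounds plus 3 SD, cut at about 60% in these data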;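 further: 0% = DMSO-treated cells and 100% = gossypol-treated cells at 36 µM; higher means less SRC3-driven luciferase light from the GAL4 reporter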
MC4R antagonist – human MC4R antagonism in cAMP assay. MC4R-expressing cells, MTII-stimulated cAMP, LANCE TR-FRET. inhibition, % at 6.5 µM. 360,000 tested, 0.48% active. AID 540295;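 active means inhibition above its plate's cutoff, the mean of tested wells on that plate plus 3 SD, cut at about 29% in these data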;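 further: 0% = Melanotan II alone and 100% = Melanotan II plus saturating MCL0020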
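Assay system: U2OS-MC4R stable cell line; Also added: Melanotan II; Technique: Eu-cAMP/anti-cAMP TR-FRET, emission 671 nm; Times: 30-min compound, 1-h challenge, 1-h detection, room temperature.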
COUP-TFII inh – NR2F2 (human) inhibition, primary screen. P24468. HEK293T NGFI-A luciferase reporter, luminescence. inhibition, % at 8.6 µM. 370,000 tested, 0.7% active. AID 686940;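 active means inhibition above a per-plate cutoff, mean inhibition of test wells between control levels plus 3 SD, cut at about 38% in these data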;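 further: cells cotransfected with COUP-TFII expression vector driving the NGFI-A reporter; 0% = median of COUP-TF2 test wells and 100% = reporter-only cells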
TLR9-MyD88 inh – TLR9-MyD88 interaction inhibition; Q9NR96+Q99836; CHO BLA complementation TLR9-MyD88, CCF4 FRET ratio; inhibition, % at 4.98 µM; 340,000 tested, 0.21% active; AID 504734;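 active means inhibition above the mean over all tested compounds plus 3 SD, cut at about 21% in these data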;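 further: 0% = DMSO only wells and 100% = clavulanate BLA inhibitor control wells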
NCOA1 inh – human NCOA1 inhibition. HEK293 GAL4-SRC1 luciferase reporter, luminescence. inhibition, % at 3.6 µM. 360,000 tested, 0.12% active. AID 588354. Q15788;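 active means inhibition above the campaign mean plus 3 SD, with each screening campaign given its own cutoff, cut at about 60% in these data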;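 further: 0% = DMSO treated cells and 100% = gossypol at 36 µM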
EBV LMP1 NFkB – Epstein-Barr LMP1 NF-kappaB reporter inhibition; LMP1-induced NF-kappaB luciferase reporter cells, luminescence; inhibition, % at 12.5 µM; 350,000 tested, 0.69% active; AID 504558; in the data active means inhibition above about 41%;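 further: 0% = neutral control wells and 100% = reference inhibitor control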
NOD2 RIPK2 PPI – inhibitors of human NOD2-RIPK2 interaction; 360,000 tested, 0.38% active; CHO BLA complementation NOD2-RIPK2, CCF4 ratio; O43353; inhibition, % at 4.98 µM; in the data active means inhibition above about 21%;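 further: 0% = vehicle only and 100% = reference blocker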
ABHD5-PLIN5 inh – blocks binding of human ABHD5 to perilipin-5. Q00G26+Q8WTS1. Split G. princeps luciferase complementation, luminescence, 4 h. inhibition, % at 4 µM. 360,000 tested, 0.78% active. AID 602281;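 active means inhibition above the mean inhibition across every tested compound plus 3 SD, cut at about 22% in these data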;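 further: 0% = DMSO only wells and the 100% control is not disclosed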
SRC2 inh – human SRC2 (NCOA2) inhibition. HEK293 GAL4-SRC2 luciferase reporter, luminescence. inhibition, % at 9 µM. 370,000 tested, 0.17% active. AID 651957;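 active means inhibition above the mean inhibition of all tested compounds plus 3 SD, set per campaign, cut at about 52% in these data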;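 further: 0% = DMSO treated cells and 100% = cells given Gossypol at 36 µM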
Target sequence (Q15596 whole entry, looked up, the tested form may be a part): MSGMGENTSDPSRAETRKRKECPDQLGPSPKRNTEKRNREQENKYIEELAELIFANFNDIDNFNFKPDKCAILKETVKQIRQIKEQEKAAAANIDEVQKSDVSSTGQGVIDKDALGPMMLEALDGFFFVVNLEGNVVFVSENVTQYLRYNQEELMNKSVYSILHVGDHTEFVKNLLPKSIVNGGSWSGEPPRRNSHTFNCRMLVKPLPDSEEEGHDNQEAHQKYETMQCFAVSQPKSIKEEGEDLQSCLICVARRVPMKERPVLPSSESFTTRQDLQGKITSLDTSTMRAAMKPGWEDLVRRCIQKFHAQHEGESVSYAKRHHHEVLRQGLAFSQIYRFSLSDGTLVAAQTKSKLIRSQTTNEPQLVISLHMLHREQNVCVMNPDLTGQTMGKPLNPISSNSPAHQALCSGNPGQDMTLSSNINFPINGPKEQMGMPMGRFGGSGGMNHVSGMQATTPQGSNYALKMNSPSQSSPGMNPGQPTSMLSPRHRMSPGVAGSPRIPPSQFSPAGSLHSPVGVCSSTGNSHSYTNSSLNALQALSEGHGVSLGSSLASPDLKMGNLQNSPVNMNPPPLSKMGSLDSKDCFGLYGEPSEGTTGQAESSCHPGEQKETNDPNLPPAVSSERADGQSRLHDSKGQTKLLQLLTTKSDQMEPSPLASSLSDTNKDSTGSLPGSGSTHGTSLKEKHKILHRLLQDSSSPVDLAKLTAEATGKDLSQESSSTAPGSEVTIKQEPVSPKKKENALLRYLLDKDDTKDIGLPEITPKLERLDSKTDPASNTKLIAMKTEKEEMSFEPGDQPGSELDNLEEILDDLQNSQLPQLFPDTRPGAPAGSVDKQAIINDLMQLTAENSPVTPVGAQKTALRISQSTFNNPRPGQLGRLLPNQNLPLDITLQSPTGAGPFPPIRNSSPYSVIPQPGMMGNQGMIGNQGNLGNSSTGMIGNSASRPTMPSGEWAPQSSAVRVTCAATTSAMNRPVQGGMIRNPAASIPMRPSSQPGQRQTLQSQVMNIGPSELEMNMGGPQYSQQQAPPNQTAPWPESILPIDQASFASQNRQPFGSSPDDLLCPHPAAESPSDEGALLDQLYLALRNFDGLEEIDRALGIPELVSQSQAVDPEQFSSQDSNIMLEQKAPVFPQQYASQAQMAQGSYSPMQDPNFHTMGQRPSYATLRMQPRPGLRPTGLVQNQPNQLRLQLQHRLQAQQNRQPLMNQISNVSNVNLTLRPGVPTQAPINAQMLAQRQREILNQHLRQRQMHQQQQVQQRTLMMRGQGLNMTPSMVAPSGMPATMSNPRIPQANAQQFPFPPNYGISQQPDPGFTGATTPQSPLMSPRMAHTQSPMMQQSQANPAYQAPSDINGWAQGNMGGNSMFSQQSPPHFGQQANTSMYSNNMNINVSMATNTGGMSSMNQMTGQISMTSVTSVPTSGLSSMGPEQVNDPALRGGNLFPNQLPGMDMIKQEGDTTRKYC
MC4R barr agon – agonists of human melanocortin 4 receptor (MC4R) beta-arrestin; AID 540308; activation, % at 8.9 µM; 360,000 tested, 0.98% active; U2OS MC4R beta-arrestin complementation, luminescence; percent of melanotan II response, DMSO zero;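 active means activation above a per-plate cutoff, the mean activation of sample wells on that plate plus 3 SD, cut at about 8% in these data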
* hit, by the source's call; . = no result given. Not all compounds are listed. The share of hits here may be higher or lower than overall.

SMILES | NR5A2 inv ag | SRC3 inh | MC4R antagonist | COUP-TFII inh | TLR9-MyD88 inh | NCOA1 inh | EBV LMP1 NFkB | NOD2 RIPK2 PPI | ABHD5-PLIN5 inh | SRC2 inh | MC4R barr agon
CC1(C(=O)NC2CCN(Cc3ccccc3)CC2)CCN1Cc1cc2ccccc2o1 (configuration not stated) | -10 | 7 | -6 | 5 | . | -15 | . | -19 | 4 | 14 | -0.3
O=C(CCN1C(=O)c2ccccc2C1=O)NNC(=O)c1ccc(Cl)cc1Cl | 15 | 1 | -3 | -4 | 29* | 4 | 11 | -18 | 3 | 20 | 0.1
CCCCCCSc1ccc([C@@H]2[C@@H]3C(=O)N(C)C(=O)[C@@H]3[C@]3(C(=O)OC)CCCCN23)cc1 | -8 | 7 | 7 | 7 | -1 | -6 | 3 | -2 | 6 | -13 | 0.1
CC(=O)c1cccc(S(=O)(=O)N2CCC(C(=O)Oc3ccc(-c4nnco4)cc3)CC2)c1 | -15 | 4 | 8 | -14 | 4 | -12 | 1 | -2 | -4 | -22 | -0.1
COC(=O)C1=C(C)N(CCCC(=O)O)C(=O)NC1c1ccccc1OS(=O)(=O)c1ccc([N+](=O)[O-])cc1 (configuration not stated) | 7 | -12 | -2 | -17 | 5 | -5 | -19 | -3 | -2 | -1 | -2.1
COC(=O)Nc1ccc(S(=O)(=O)N2CCCC(C(=O)N3CC(C)OC(C)C3)C2)cc1 (configuration not stated) | 14 | 8 | -6 | 7 | 0 | 12 | 0 | -3 | 0 | -12 | -3.0
Cc1cc(C)c(S(=O)(=O)N2CCCCC2CCNC(=O)C(=O)NCc2cccnc2)c(C)c1 (configuration not stated) | -5 | 14 | 22 | -7 | 1 | -4 | 9 | 8 | -9 | 24 | 0.8
COC(=O)c1cccc(NC(=S)N2CCCCC2)c1 | -4 | 1 | -2 | 10 | 4 | 4 | 4 | -4 | -6 | -11 | -1.1
O=C(O)CCN1C(=O)c2ccc(Oc3ccc4c(c3)C(=O)N(CCC(=O)O)C4=O)cc2C1=O | 5 | -8 | 15 | -5 | -5 | -22 | -12 | 2 | 5 | 3 | -1.5
CN(C)C(=O)c1ccc(-n2nc(C(F)(F)F)c3c2CCCC3)cc1 | 1 | -1 | 2 | 3 | -6 | 7 | -1 | -4 | -7 | 2 | 3.2
O=S(=O)(NCCSc1ccc(Cl)cc1)c1ccc(F)cc1 | 20 | 5 | -2 | -7 | -2 | -16 | -11 | 2 | -6 | -3 | 5.6
O=C(CNC(=O)c1cccc(-n2cccc2)c1)Nc1ccccc1Br | -31 | 3 | 7 | 0 | -2 | -3 | 2 | -10 | 9 | -20 | 0.1
COc1ccc(NC(=O)CN(C)C(=O)c2cc(-c3ccco3)nc3ccccc23)cc1 | 14 | 14 | -2 | -3 | -1 | -3 | -21 | 1 | 2 | -8 | -4.3
CC(C)NC(=O)c1cc(C2CCCCN2C(=O)c2ccccc2)on1 (configuration not stated) | -11 | -16 | 3 | 4 | . | -1 | . | -6 | 4 | 31 | 0.7
CC(OC(=O)c1ccc(S(=O)(=O)NCc2ccco2)cc1)C(=O)Nc1ccccc1 (configuration not stated) | -2 | 0 | 6 | 13 | 2 | 3 | 5 | -9 | 7 | 1 | 1.5
Cc1ccc(NC(=O)c2nc[nH]c2C(=O)NCCCNC(=O)c2[nH]cnc2C(=O)Nc2ccc(C)cc2)cc1 | -5 | -3 | 6 | . | -7 | -3 | 6 | -8 | -9 | . | 0.0
COc1ccc(-n2cc(CN[C@H]3CCCCNC3=O)c(-c3cccc(F)c3)n2)cc1 | -2 | 8 | 0 | 3 | 5 | -11 | 2 | 6 | 3 | -1 | -0.8
CSc1ccc(/C=N/NC(=O)COc2ccc(Br)cc2Cl)cc1 | 0 | 4 | 12 | -14 | 0 | 2 | 2 | 4 | 4 | 6 | 4.2
CC(C)C1(C2CCCC2)NC(=O)NC1=O (configuration not stated) | -18 | -8 | 2 | 10 | -1 | -4 | -1 | -8 | -8 | -16 | -0.6
CC(NC(=O)Cc1ccccc1)C1COc2ccccc2O1 (configuration not stated) | -1 | 13 | 10 | 4 | -14 | 0 | -8 | 3 | 1 | -30 | 0.2
COc1ccc(NC(=O)C(C)Sc2nnc(C3CC3)n2C2CC2)cc1 (configuration not stated) | 9 | 10 | -1 | -8 | -1 | -3 | -1 | -3 | 2 | 6 | 0.8
COC(C(=O)Nc1ccnn1C1CCN(Cc2ccccn2)CC1)c1ccccc1 (configuration not stated) | -1 | 10 | 4 | 1 | -2 | 6 | -3 | 1 | 6 | -13 | -1.3
C=CCNc1nc(-c2ccccn2)nnc1-c1ccccc1 | 33 | -2 | 9 | -45 | 3 | -2 | -41 | -4 | 2 | 21 | -1.1
CC1(C(=O)Nc2ccccc2)CCN1C(=O)C1(c2ccc(Cl)cc2)CC1 (configuration not stated) | -21 | -17 | 9 | 76* | . | 7 | . | 1 | -5 | 6 | 0.3
CCN(CC(=O)NC1CCS(=O)(=O)C1)C(=O)c1ccc(S(=O)(=O)N(CC)CC)cc1 (configuration not stated) | 6 | 3 | -8 | -36 | -4 | -2 | -4 | -12 | 1 | 6 | -1.9

Following part:
SMILES | NR5A2 inv ag | SRC3 inh | MC4R antagonist | COUP-TFII inh | TLR9-MyD88 inh | NCOA1 inh | EBV LMP1 NFkB | NOD2 RIPK2 PPI | ABHD5-PLIN5 inh | SRC2 inh | MC4R barr agon
C=C[C@]1(C)C=C2C(=O)[C@@]3(O)OC(=O)[C@@]4(CCCC(C)(C)[C@H]34)[C@@]2(O)CC1 | 25 | 27 | . | 12 | . | -54 | . | 9 | 72* | 14 | .
CC(C)c1ccc(-c2nnn(CC(=O)N3CCCCC3)n2)cc1 | -15 | -30 | 0 | 14 | 4 | -21 | -8 | -7 | -8 | -26 | -2.7
COc1ccc(C(=O)c2cn[nH]c2-c2cc(C)ccc2O)cc1 | 2 | -29 | -5 | 3 | -8 | -11 | 6 | -7 | -9 | -5 | -1.7
CCC1C(=O)Nc2nc(-c3ccccc3)c(-c3ccccc3)n2N=C1C (configuration not stated) | -8 | -4 | 16 | 0 | -8 | -10 | 4 | -3 | 1 | -4 | 3.4
CCOC(=O)c1[nH]c2ccc(Br)cc2c1NC(=O)CCN1CCN(C(=O)OCC)CC1 | 2 | 4 | 8 | 4 | 4 | -33 | 5 | -5 | 6 | -12 | 0.7
CCOc1ccc(CCNC(=O)Cc2ccc(S(=O)(=O)N3CCOCC3)s2)cc1OCC | -6 | -2 | 12 | -1 | -128 | -6 | 6 | -3 | -10 | 8 | -0.5
NCCc1nnc(SCc2ccc(F)cc2)o1 | 5 | 6 | -2 | -16 | 5 | 8 | -9 | -2 | 3 | 2 | -0.6
C[C@@H]1CN([C@H](C)CO)C(=O)c2cc(Br)cnc2O[C@H]1CN(C)C(=O)Cc1ccncc1 | -14 | 4 | 9 | -5 | 5 | -5 | 3 | 5 | -2 | 22 | 0.3
Cc1ccc(C(=O)CCC(=O)Nc2ccccc2F)cc1 | -13 | -20 | 8 | -30 | 0 | -22 | -1 | -10 | 3 | -51 | -1.2
COc1c(Cl)cc(-c2noc(C)c2C(=O)NCc2ccc3c(c2)OCO3)cc1Cl | 5 | 2 | 6 | -2 | -6 | 4 | 10 | 5 | 5 | -13 | 2.1
COc1cccc(/C=N/n2c(-c3ccco3)nc3ccccc3c2=O)c1 | -12 | -11 | 1 | -8 | -6 | -12 | 4 | -1 | 2 | -34 | 0.7
O=C(COC(=O)C1CCN(S(=O)(=O)c2cccs2)CC1)Nc1ccccc1 | 0 | -23 | 10 | 3 | -9 | -5 | 0 | -3 | 5 | -22 | -0.7
CC1(C)NC(=O)N(CCC(=O)Nc2ccc(C(C)(C)C)cc2)C1=O | -3 | 1 | 6 | -2 | 9 | 3 | -11 | -3 | 1 | 26 | 0.1
CCN(CC)C(=O)COC(=O)c1ccc(C)c(NC(=O)c2ccco2)c1 | 13 | 0 | 4 | 5 | 5 | -3 | -21 | 3 | 1 | -1 | -2.6
Cc1cc(C#N)c2ccccc2n1 | -2 | 0 | 4 | 8 | 7 | -3 | -1 | 7 | -10 | -13 | -1.3
O=C(NCCCN1CCOCC1)c1cccc(S(=O)(=O)N2CCc3ccccc3C2)c1 | -4 | -4 | -2 | 8 | -1 | 10 | -2 | 3 | 8 | -11 | 1.6
Cc1ccc(C)c(N2CCN(C(=O)c3cccn4c(=O)c5sccc5nc34)CC2)c1 | 4 | 7 | 9 | 4 | -3 | 4 | -2 | 4 | -4 | 10 | -2.0
CCN1C/C(=C/c2ccc(OC)c(O)c2)C(=O)/C(=C/c2ccc(OC)c(O)c2)C1 | 21 | -1 | -1 | -10 | -6 | -5 | 0 | 6 | 42* | 1 | -5.1
COc1ccc(C2C(C(=O)c3ccccc3)N3c4ccccc4C=CC3C2[N+](=O)[O-])cc1 (configuration not stated) | 2 | -17 | 12 | 4 | 5 | -23 | 4 | -1 | 2 | -33 | -0.5
COc1cccc(N(C(=O)c2ccco2)C(C(=O)NC2CCCC2)c2cccnc2)c1 (configuration not stated) | -6 | 9 | -2 | 14 | 5 | 7 | 8 | -4 | -4 | 11 | -0.7
COc1cccc(-c2c(C(=O)N/N=C/c3ccco3)nnn2-c2nonc2N)c1 | 9 | 22 | 5 | 16 | 4 | -16 | 7 | 0 | -4 | -32 | -2.4
O=C(O)c1ccc([N+](=O)[O-])c2c1C(=O)c1ccccc1C2=O | 4 | 9 | -2 | -13 | 3 | 0 | -2 | 3 | -16 | -42 | -1.1
Cc1cc(C)c(C)c(S(=O)(=O)N2CCN(C(=O)c3ccncc3)CC2)c1C | 19 | -11 | 7 | -6 | -13 | -5 | -5 | -11 | 1 | -5 | -1.3
Cc1ccc(NC(=O)CN(C)C(=O)c2cccc(S(=O)(=O)NCc3ccccc3)c2)cc1 | -2 | 3 | 7 | 21 | -1 | -1 | 4 | 1 | -10 | 11 | -3.7
CCc1ccc(NC(=O)c2n[nH]c(=O)c3ccccc23)cc1 | -40 | -43 | 15 | -38 | 8 | -108 | -22 | -5 | 1 | -52 | 1.9
CC(C)(C)N(Cc1ccccc1)C(=O)COC(=O)[C@@H]1CCCN1C(=O)c1cccs1 | -4 | -13 | 1 | 10 | 4 | -29 | 1 | -1 | -2 | -10 | -0.9
CCNC(=O)CN(Cc1ccccc1)S(=O)(=O)c1ccccc1 | -1 | 9 | 1 | -2 | 6 | -16 | -4 | 5 | -2 | -2 | -1.1
Cc1ccc(-c2nn(CCC(N)=O)c(=O)c3ccccc23)cc1 | -5 | -38 | -3 | . | 3 | 0 | 8 | -2 | 5 | . | 0.4
